# Screening results: PubChem, several laboratories
# NTR1 ag – NTR1-driven beta-arrestin-GFP spot formation – imaging, U2OS cells, high content, primary screen (AID 493036). agonist mode. activation, % at 20 µM. actives 0.17% (n = 330,000);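 active = activation at or above 40% of the spot to cytoplasm intensity ratio, with at least 20 cells analyzed; inconclusive = wells under 20 cells, flagged as cytotoxic or low count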;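 also: 0% = DMSO without peptide and 100% = 100 nM NTR1 peptide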
# Target sequence (P30989 whole entry, looked up): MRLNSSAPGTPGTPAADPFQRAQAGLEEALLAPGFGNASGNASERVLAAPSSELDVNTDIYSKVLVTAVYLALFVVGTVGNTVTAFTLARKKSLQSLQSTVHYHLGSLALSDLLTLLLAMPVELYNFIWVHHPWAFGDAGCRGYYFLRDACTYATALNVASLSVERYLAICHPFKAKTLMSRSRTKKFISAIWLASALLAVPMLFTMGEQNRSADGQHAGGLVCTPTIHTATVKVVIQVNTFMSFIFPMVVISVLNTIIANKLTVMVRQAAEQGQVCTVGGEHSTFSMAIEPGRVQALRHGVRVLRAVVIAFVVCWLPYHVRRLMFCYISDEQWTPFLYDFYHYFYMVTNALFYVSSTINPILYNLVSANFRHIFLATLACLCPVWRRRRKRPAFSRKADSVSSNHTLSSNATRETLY
# UTI89 phage lysis – protection from phage-mediated lysis, alamar blue read-out – E. coli UTI89, K1F phage, bacterial capsule biogenesis inhibitors (AID 488966) | actives 0.02% (n = 340,000) | one-dose inhibition, % at 100 µM; IC50 in µM for titrated hits | E. coli UTI89 K1F phage lysis, alamar blue, 2 h; higher % means a stronger effect;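 active = phage lysis inhibition, versus mean bacterial control, above a set limit; inconclusive = no clear call, values can overlap the other calls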;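 also: capsule biogenesis inhibitors block K1F phage lysis so surviving cells raise fluorescence; higher fluorescence means more inhibition of phage lysis; actives were called in the ten point dose series up to 300 µM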
# Dengue-2 NS5 capping – Dengue-2 NS5 methyltransferase inhibitors, primary screen, biochemical, confirmation dose response (AID 588689); Dengue-2 NS5 methyltransferase capping enzyme assay, biochemical; higher % means a stronger effect; inhibition, % at 25 µM; hits with a dose series show IC50 in µM; actives 0.3% (n = 340,000); in the data active = a potency from the dose series; inconclusive = inhibition above about 29% without an active follow-up result
# GPR55 antagonists – GPR55 antagonists blocking LPI-driven arrestin recruitment, primary screen, imaging, U2OS, beta-arrestin-GFP, LPI agonist (AID 2013); one-dose inhibition, % at 10 µM; IC50 in µM for titrated hits; U2OS GPR55 beta-arrestin-GFP translocation imaging, LPI antagonism; higher % means a stronger effect; actives 0.13% (n = 290,000);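 active = spots per cell inhibited over 60%, with over 100 cells counted and total cytoplasm intensity under 500,000; inconclusive = wells with under 100 cells, flagged as likely toxic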;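 also: U2OS cells stably carrying GPR55 and arrestin-GFP stimulated by 5 µM LPI near EC80; imaged beta-arrestin-GFP aggregate spots per cell after agonist stimulation; plate controls were LPI-stimulated DMSO wells for no effect and DMSO wells without LPI for full effect; some results filed as inactive read as strong as hits; confirmed hits need IC50 under 10 µM and bright autofluorescent wells are also inconclusive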
# Siah-1 displacement – Siah-1 peptide-binding antagonists, primary screen, biochemical, fluorescence polarization, rhodamine-plectin, uHTS (AID 1817). one-dose displacement, % at 20 µM; IC50 in µM for titrated hits. actives 0.02% (n = 290,000). Siah-1 / rhodamine-plectin peptide fluorescence polarization; higher % means a stronger effect;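 active = displacement of at least 50% at 20 µM, with a fluorescence ratio check between 0.3 and a set limit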;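 also: plate controls were Siah plus tracer with DMSO for no effect and tracer alone without Siah for full effect; strong numbers were not always called active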
# HIV peptide binding – cell-free HIV fusion peptide-binding blockers – biochemical, uHTS, fluorescence dequenching, primary screen (AID 1986); cell-free peptide binding, fluorescence dequenching, 30 min; higher % means a stronger effect; one-dose inhibition, % at 20 µM; IC50 in µM for titrated hits; actives 0.3% (n = 290,000); in the data active = inhibition mostly above about 52%, no sharp cut-off; inactive = mostly below about 76%; also: some results filed as inactive read as strong as hits
# GPR35 antagonists – inhibition of zaprinast-stimulated GPR35 beta-arrestin translocation – imaging, U2OS, beta-arrestin-GFP, zaprinast agonist, primary screen (AID 2058) | U2OS GPR35 beta-arrestin-GFP translocation imaging, zaprinast antagonism; higher % means a stronger effect | inhibition, % at 10 µM, or IC50 in µM where a hit was titrated | actives 0.052% (n = 290,000);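 active = inhibition of at least 50% with at least 30 cells and total cytoplasm GFP at most 10,000,000; inconclusive = under 30 cells or total GFP of 10,000,000 plus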
# AID2073 – disruptors of CaV2.2 binding to Mint1 – biochemical, HTRF (AID 2073). HTRF protein-protein interaction, Mint1-CaV2.2; higher % means a stronger effect. actives 0.19% (n = 290,000). one-dose inhibition, % at 20 µM; IC50 in µM for titrated hits; in the data active = inhibition mostly above about 51%, no sharp cut-off; inconclusive = no clear call, values can overlap the other calls; inactive = mostly below about 53%; also: some results filed as inactive read as strong as hits
# GPR55 activation – GPR55 agonists via beta-arrestin recruitment, primary screen, imaging, U2OS cells, beta-arrestin-GFP redistribution (AID 1961). U2OS GPR55 beta-arrestin-GFP redistribution imaging; higher % means a stronger effect. activation, % at 10 µM, or EC50 in µM where a hit was titrated. actives 0.048% (n = 290,000);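 active = activation above 40% with more than 50 cells counted in the well; inconclusive = wells holding fewer than 50 cells, flagged as toxic or sparse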;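 also: U2OS osteosarcoma cells stably expressing GPR55 and beta-arrestin-GFP; plate controls were DMSO negative control for no effect and LPI positive control for full effect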
# NTR1 ag cell count 20 µM – recorded beside NTR1 ag, whose call it bears; cell count; measured here: cell count, cytotoxicity flag
# * hit, by the source's call; i = inactive; u = inconclusive; x = no result given; [ ] = dose if it differs, or a comment.
SMILES,NTR1 ag,NTR1 ag cell count 20 µM,UTI89 phage lysis,Dengue-2 NS5 capping,GPR55 antagonists,Siah-1 displacement,HIV peptide binding,GPR35 antagonists,AID2073,GPR55 activation
CCc1nnc(NC(=O)CCC(=O)N2CCN(S(=O)(=O)c3ccc(OC)cc3)CC2)s1,1.0,45,0.4%,-4.9%,6.6%,-1.1%,2.6%,6.1%,-5.3%,-0.1%
COc1ccc(CN2CCC(n3nccc3NC(=O)C3CC3)CC2)c(OC)c1OC,-1.3,68,0.2%,1.8%,8.6%,0.8%,2.5%,3.0%,1.6%,-0.1%
Cc1nc(NC(=O)CSc2nnnn2Cc2ccccc2)sc1C,-2.0,59,3.9%,-1.6%,12.3%,1.4%,0.4%,14.9%,17.5%,-0.2%
O=C(Nc1ccc2c(c1)OCO2)C1CC(c2ccc(Cl)cc2)=NO1 (configuration not stated),-0.9,50,2.9%,4.0%,4.5%,-2.5%,0.8%,3.6%,43.9%,0.0%
COC(=O)c1c(SCc2ccc(C#N)cc2)nc(=O)[nH]c1C,0.5,25,0.7%,-5.8%,-6.8%,-0.3%,0.2%,1.8%,6.2%,-0.1%
Cc1cc(C)nc(SCc2nc3nc(C)cc(C)n3c2Br)n1,0.6,52,-0.2%,-6.3%,2.3%,-2.7%,1.6%,6.0%,-4.7%,-0.1%
COc1ccc(Cl)cc1Nc1ncnc2sc(C)c(S(=O)(=O)N3CCC(C)CC3)c12,8.0,50,0.9%,-6.5%,71.2%,3.0%,0.6%,-14.6%,12.3%,-0.3%
COc1ccc(CCC(=O)Nc2ccc(Br)cn2)cc1,0.3,87,2.8%,-2.0%,3.7%,-4.2%,-2.5%,5.8%,-1.7%,-0.5%
O=C(CSc1nnc(-c2cccnc2)n1Cc1ccco1)N1c2ccccc2Sc2ccccc21,-0.7,67,-0.1%,-2.0%,3.0%,0.8%,7.2%,-6.8%,-10.3%,-0.1%
Cc1ccc(N2C(=O)C(Cc3ccccc3)NC2=S)cc1 (configuration not stated),2.1,41,1.7%,-4.7%,-0.7%,1.1%,1.2%,16.2%,u,-0.3%
Cc1ccc(S(=O)(=O)CCC(=O)OCC(=O)N2CCc3ccccc32)cc1,0.4,50,-0.1%[50 µM],3.3%,4.3%,-0.3%,0.1%,-9.9%,11.3%,-0.1%
CC(=O)c1nc(N2C(=O)CC(Cc3cccc(C)c3)C2=O)sc1C (configuration not stated),-2.0,46,1.9%,-2.1%,0.4%,-1.9%,-0.5%,-13.8%,10.0%,0.2%
CCOc1ccc(-n2nnc3c(=O)n(CC(=O)N4CCCc5ccccc54)cnc32)cc1,17.3,45,-3.4%,-5.6%,5.7%,-1.1%,4.4%,11.5%,11.6%,-0.1%
COC(CNC(=O)c1ccc2c(=O)n(Cc3ccc4c(c3)OCO4)c(=S)[nH]c2c1)OC,-0.6,93,-0.9%[50 µM],-0.7%,-6.6%,1.2%,-0.8%,-2.6%,-11.6%,-0.2%
Nc1nc(Nc2cccc(Cl)c2)nc(NCc2ccco2)c1[N+](=O)[O-],0.8,40,9.8%,-11.5%,0.3%,5.5%,-0.9%,-2.5%,11.8%,-0.1%
CCCCN(CCCC)C(=O)c1nsnc1-c1ccccc1O,2.3,62,0.2%,-7.2%,-12.9%,-3.8%,0.9%,-2.5%,-0.1%,-0.1%
Cc1sc2ncn(CC(=O)OC(C)C(=O)NC(C)(C)C)c(=O)c2c1C (configuration not stated),-2.3,86,-2.4%,-10.9%,3.6%,-1.8%,0.4%,14.6%,-2.9%,0.2%
CC(C)[C@H](NC(=O)N1CC(=O)Nc2ccccc21)C(=O)N1CCC(C(=O)O)CC1,-0.1,85,0.5%,-4.4%,20.2%,-1.6%,-1.2%,3.7%,5.8%,-0.1%
CCc1ccc(/C=N/NC(=O)c2nnn(-c3nonc3N)c2CN2CCOCC2)cc1,3.9,69,0.0%,-6.2%,-1.9%,7.7%,0.1%,6.7%,2.6%,-0.2%
O=C(C1=C[C@@H](c2ccc(C(F)(F)F)cc2)C[C@@H](OCCCCO)O1)N1CCOCC1,0.8,46,0.6%,-1.4%,8.0%,0.6%,-0.7%,-6.4%,6.7%,0.2%
CC(CNC(=O)c1ccco1)NC(=O)c1ccco1 (configuration not stated),0.4,40,0.1%,-5.5%,-10.6%,2.1%,0.8%,3.0%,2.0%,-0.1%
O=C(Nc1ccc(N2CCOCC2)cc1)c1ccc(S(=O)(=O)NCc2ccco2)cc1,2.8,58,0.1%,1.7%,-6.9%,-3.8%,-1.9%,6.0%,4.1%,-0.2%
O=C(c1ccc(Br)s1)N1CCN(Cc2ccc3c(c2)OCO3)CC1,0.7,66,1.5%,-5.6%,7.4%,1.2%,0.2%,-3.0%,30.7%,-0.1%
COc1ccccc1CN(Cc1cccnc1)S(=O)(=O)c1ccc(-n2cnnn2)c(OC)c1,-1.1,52,0.0%,-4.1%,9.6%,6.4%,1.5%,-3.3%,8.6%,-0.1%
CN(C)CC(C)(C)CNS(=O)(=O)c1ccc(Cl)cc1,1.3,52,0.3%,-1.5%,9.5%,-3.6%,0.3%,6.8%,12.1%,-0.3%
# Later entries.
SMILES,NTR1 ag,NTR1 ag cell count 20 µM,UTI89 phage lysis,Dengue-2 NS5 capping,GPR55 antagonists,Siah-1 displacement,HIV peptide binding,GPR35 antagonists,AID2073,GPR55 activation
O=C(c1ccccc1)N(Cc1ccccc1)c1ccccn1,1.3,58,-0.5%,2.4%,-8.4%,1.8%,0.0%,6.7%,-0.9%,-0.2%
CN1CCN(Cc2ccc(-c3ccc(Cl)cc3)o2)CC1,-0.9,57,3.0%,0.8%,4.8%,7.2%,-1.4%,20.5%,-4.6%,-0.2%
COc1ccc(S(=O)(=O)N2CCOC2CNC(=O)C(=O)NCc2ccc3c(c2)OCO3)cc1 (configuration not stated),0.5,63,0.3%[50 µM],-1.3%,-4.5%,-2.6%,-0.4%,-7.6%,6.1%,0.2%
Cc1ccc(-n2nc(C)cc2Nc2ncc(Cl)cc2Cl)cc1,0.5,47,-2.9%,-13.1%,5.2%,-0.7%,0.4%,6.2%,0.7%,-0.1%
O=C1c2cccc3cccc(c23)C(=O)N1CCN1CCN(C(=S)Nc2ccccc2)CC1,1.4,52,0.3%,-10.9%,-4.3%,1.2%,-0.4%,-10.6%,-13.9%,0.4%
Cc1[nH]c2ccc(C(=O)N3CCN(c4ccccn4)CC3)cc2c1C,-1.0,80,0.0%,-1.9%,-1.4%,4.1%,-0.8%,8.4%,36.6%,0.6%
Cc1cc(CSc2ccccc2C(=O)O)on1,1.0,68,-0.1%,-5.8%,6.1%,5.7%,-0.8%,-7.8%,2.0%,0.6%
O=C(OC1CCCCC1=O)c1cc(Cl)ccc1[N+](=O)[O-] (configuration not stated),6.4,93,-0.4%,-4.4%,9.6%,5.1%,0.3%,-4.0%,13.6%,0.6%
CC12OC1C1(O)CCCC1=CC2=O (configuration not stated),0.0,76,x,x,2.9%,-3.7%,-0.5%,-0.5%,-3.4%,-0.1%
COc1cccc(NC(=O)Nc2cc(C)ccc2OC)c1,-1.5,68,-0.2%,-5.4%,-2.0%,-3.9%,0.4%,1.3%,16.7%,-0.2%
O=C1C2CC=CCC2C(=O)N1c1nc2n(n1)C(c1ccccc1)CC(c1ccccc1)N2 (configuration not stated),0.3,68,0.2%,-4.1%,-0.2%,5.9%,3.8%,-8.9%,8.2%,0.6%
Cc1nonc1NC(=O)CSc1nnc(-c2ccoc2C)n1C,-1.6,51,-1.2%,-1.6%,-3.9%,-5.6%,2.1%,4.5%,20.7%,-0.1%
CCOc1cc(/C=N\n2nnnc2N)ccc1O,0.4,88,0.1%,2.0%,-13.8%,-0.7%,-0.8%,3.8%,-2.6%,-0.1%
COc1ccc(/C(O)=C2\C(=O)C(=O)N(c3cc(C)on3)C2c2ccc(OC)c(OC)c2)cc1OC (configuration not stated),-0.7,51,i,-4.9%,4.4%,0.6%,0.9%,24.4%,1.0%,-0.2%
Cc1ccccc1-n1c(SCc2ccccn2)nc2n[nH]c(C)c2c1=N,1.8,58,-0.2%,0.0%,-11.4%,0.7%,-0.3%,-15.8%,-40.5%,0.2%
Cc1ccc(OCCCCN2CCCCC2)c(Br)c1,1.8,71,0.0%,-1.3%,26.9%,3.1%,3.0%,3.4%,21.0%,-0.4%
COc1cc(COCC(O)CN2CCCCC2C)cc(OC)c1OC (configuration not stated),-0.6,95,0.1%,-6.6%,3.7%,-4.7%,-2.6%,8.2%,19.6%,0.0%
CCC(CC)C(=O)Nc1cccc(C(=O)N2CCCC2)c1,1.2,54,0.0%,0.7%,-0.2%,-0.2%,-2.7%,7.5%,-3.6%,-0.1%
COc1ccc(C(=O)N2CCCCCC2)cc1OC1CCN(C(C)C)CC1,0.4,68,0.1%,0.0%,2.8%,2.0%,1.5%,-1.0%,3.2%,0.3%
COc1ccccc1NC(=O)CSc1nnc(-c2ccoc2C)n1C,0.0,56,0.3%,-6.3%,-9.8%,4.5%,-0.9%,-6.0%,-1.3%,0.5%
COC(=O)c1[nH]c2ccc(Br)cc2c1NC(=O)CN1CCCc2ccccc21,2.9,42,1.3%,0.0%,15.5%,-1.7%,1.1%,-2.1%,5.1%,-0.1%
O=[N+]([O-])c1ccc(O)c(C(C#Cc2ccccc2)N2CCOCC2)c1 (configuration not stated),9.2,68,0.2%,9.3%,-12.4%,11.5%,1.7%,-4.8%,-15.1%,-0.3%
Cc1ccc(Cl)cc1Nc1nc(-c2sc(NC(=O)c3cccc(Cl)c3)nc2C)cs1,-1.5,100,x,x,1.4%,6.5%,5.5%,5.1%,7.2%,0.0%
O=C(c1ccc(-c2nc3ccccc3s2)s1)N1CCOCC1,-1.1,23,x,x,-15.6%,4.6%,-2.9%,-0.1%,5.8%,-0.5%
CC(C)NC(=S)N1CCC(Cc2ccccc2)CC1,-1.4,47,0.1%,-4.4%,-3.7%,-2.4%,1.8%,0.1%,-20.0%,0.5%
COC(=O)c1nc(NC(=O)C(C)(C)C)n[nH]1,0.7,61,0.9%,-4.8%,-9.6%,1.5%,-0.9%,-7.1%,-1.5%,-0.2%

# Look-ups from above.
# `CC12OC1C1(O)CCCC1=CC2=O` (configuration not stated) in GPR55 activation reads -0.1%
# `COc1ccc(S(=O)(=O)N2CCOC2CNC(=O)C(=O)NCc2ccc3c(c2)OCO3)cc1` (configuration not stated) in GPR55 activation reads 0.2%

# An unsorted share of the library. Share with any hit: about 1.2%.
